Source: PubChem (National Center for Advancing Translational Sciences (NCATS))
KinaseGlo FLuc: counter-screen: inhibitors of Kinase-Glo firefly luciferase. Q27757. actives 0.28% (n = 200,000). Kinase-Glo luciferase, ATP luminescence, 8 min. AID 1379. Potency, µM (titrated, usually from 38.3 µM), inactives show top-dose activity change, negative = inhibition, usual class: inhibitors; also: % is scaled to controls: 0 for no effect and ±100 for the full control effect; nearly all actives have a fitted effect of over 60% in size
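Luminescence was the read-out, taken after 8-minute incubation at ambient temperature. Luciferase turned over luciferin with 10 uM ATP in imidazole pH 7.2 buffer containing KCl, MgCl2, Tween 20 and BSA.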
JMJD2E inh: inhibitors of human JMJD2E histone demethylase; B2RXH2; JMJD2E catalytic domain, FDH-coupled NADH fluorescence (FDH is formaldehyde dehydrogenase); Potency, µM (doses to about 57.1 µM), for inactives: top-dose activity change, negative = inhibition, actives largely listed as inhibitors; actives 1.6% (n = 230,000); AID 2147; active = well fitted inhibition curve with a large enough effect, not every such curve was filed as active; inconclusive = small, poorly fitted or top-dose-only effect, or another doubt; inactive = no such curve, though single readings can be large or run the other way;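 also: 0% = wells with enzyme and -100% = buffer wells without enzyme; nearly all actives have a fitted effect of over 50% in size; many of its hits are not listed in these tables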
Target sequence (B2RXH2 1-337 limits assumed): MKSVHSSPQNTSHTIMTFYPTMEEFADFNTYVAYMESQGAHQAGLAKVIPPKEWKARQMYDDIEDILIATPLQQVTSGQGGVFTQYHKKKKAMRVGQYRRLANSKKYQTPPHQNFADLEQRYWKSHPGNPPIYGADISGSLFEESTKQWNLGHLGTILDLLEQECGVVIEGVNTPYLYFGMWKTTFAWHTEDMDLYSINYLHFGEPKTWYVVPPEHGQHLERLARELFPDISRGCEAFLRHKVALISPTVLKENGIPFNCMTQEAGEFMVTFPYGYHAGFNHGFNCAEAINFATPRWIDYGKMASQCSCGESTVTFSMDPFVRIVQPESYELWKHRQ
RECQ1 helicase: blocks DNA unwinding by human RECQ1; P46063; RECQ1 DNA unwinding, red fluorescence kinetic read; Potency, µM (top dose mostly 57.3 µM), for the others: at the highest dose activity, negative = inhibition, most hits filed as inhibitors; actives 0.54% (n = 240,000);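 also: plate controls were vehicle for no effect and no enzyme for full effect; nearly all actives have a fitted effect of over 30% in size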
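RECQ1T1 50 nM; forked duplex (20 bp + 30-nt ss tails) 200 nM, ATP 2 mM final; pH 8.0, 2 mM MgCl2, 2.5 ug/ml poly(dI-dC); 15 min compound preincubation; discontinuous kinetic read over 2 h at RT.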
ALDH1A1 inh: ALDH1A1 (human) enzyme inhibition; P00352; Purified ALDH1A1, NADH fluorescence, propionaldehyde substrate; Potency, µM (doses to about 75.3 µM), inactives show at the highest dose activity, negative = inhibition, hits mostly inhibitors; actives 7.3% (n = 220,000); active = well fitted inhibition curve with a large enough effect, not every such curve was filed as active; inconclusive = small, poorly fitted or top-dose-only effect, or another doubt; inactive = no such curve, though single readings can be large or run the other way;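 also: plate controls were no enzyme wells and a reference inhibitor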
Target sequence (P00352 whole entry, looked up): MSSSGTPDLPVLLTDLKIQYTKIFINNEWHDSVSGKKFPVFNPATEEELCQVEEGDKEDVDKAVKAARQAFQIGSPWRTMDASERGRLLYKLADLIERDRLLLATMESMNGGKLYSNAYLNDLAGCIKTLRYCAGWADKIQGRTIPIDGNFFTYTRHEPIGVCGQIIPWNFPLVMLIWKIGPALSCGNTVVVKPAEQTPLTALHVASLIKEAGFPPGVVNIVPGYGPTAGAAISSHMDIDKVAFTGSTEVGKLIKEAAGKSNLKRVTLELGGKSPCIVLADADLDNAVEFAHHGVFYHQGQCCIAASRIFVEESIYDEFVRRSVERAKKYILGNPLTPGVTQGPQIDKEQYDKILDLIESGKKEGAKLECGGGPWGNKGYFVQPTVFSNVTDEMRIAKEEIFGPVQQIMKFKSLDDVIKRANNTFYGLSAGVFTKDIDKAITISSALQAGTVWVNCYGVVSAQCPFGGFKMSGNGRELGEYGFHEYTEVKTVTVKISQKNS
Tau fibril ThT: tau fibrillization inhibition (ThT binding) | P10636 | recombinant tau K18 P301L, heparin-induced fibrillization, ThT fluorescence | actives 2.1% (n = 270,000) | Potency, µM (doses to about 57.4 µM), for inactives: at the top dose activity, negative = inhibition, most hits filed as inhibitors; also: % is scaled to controls: 0 for no effect and ±100 for the full control effect; nearly all actives have a fitted effect of over 55% in size
Target sequence (P10636 561-689 P618L limits assumed): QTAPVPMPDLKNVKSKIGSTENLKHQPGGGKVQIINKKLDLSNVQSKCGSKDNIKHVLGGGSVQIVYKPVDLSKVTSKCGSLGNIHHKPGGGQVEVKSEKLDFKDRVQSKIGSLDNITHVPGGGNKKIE
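ThT emission at 510 nm, taken 1 hr after adding 30 uM dye, quantifies aggregates formed when 20 uM heparin acts on human tau K18 P301L for 6 hr at 37 C.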
L3MBTL1 block: blocks human L3MBTL1; Q9Y468; AlphaScreen L3MBTL1–H3K9me1 peptide binding; Potency, µM (titrated, usually from 57.1 µM), without a hit: top-dose activity, negative = inhibition, actives largely listed as inhibitors; actives 0.66% (n = 230,000); AID 485360; also: % is scaled to controls: 0 for no effect and ±100 for the full control effect; nearly all actives have a fitted effect of over 60% in size
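Displacement of a biotinylated histone H3(1-15) peptide monomethylated at Lys9 (75 nM) from L3MBTL1 (50 nM) was measured by AlphaScreen after a 30 min room-temperature compound incubation; cefsulodin titration served as intraplate control.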
Lamin A splicing: LMNA splicing modulation; HeLa LMNA splicing GFP/RFP minigene ratio, 48 h; Potency, µM (doses to about 46.1 µM), for the others: at the top dose ratio change, negative = inhibition, most hits filed as inhibitors; actives 0.01% (n = 200,000); active = well fitted inhibition curve with a large enough effect in the signal ratio, with a control signal flat, not every such curve was filed as active; inconclusive = small, poorly fitted or top-dose-only effect, or effect the other way, or a change in a side signal; the % refers to the signal ratio; also: % is scaled to controls: 0 for no effect and ±100 for the full control effect
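S3 HeLa cells stably expressing lamin A-EGFP splicing minigene plus DsRed2, 600 cells/well, 48 h compound exposure at 37C. Laser-scanning cytometry; analysed as GFP (500-530 nm)/RFP (575-640 nm) total intensity ratio; 0.5% DMSO vehicle.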
SMN2 splice up: enhancers of SMN2 splice variant expression. HEK293 SMN2-luciferase splicing reporter, luminescence, 30-36 h. Potency, µM (top dose mostly 46.1 µM), without a hit: top-dose activity change, positive = activation, hits mostly activators. actives 2.8% (n = 210,000). AID 1458; also: % of control where 0% means no effect; nearly all actives have a fitted effect of over 55% in size
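qHTS luciferase splicing reporter: luminescence rises when SMN2 exon 7 is included in transfected HEK293 cells. Compound exposure lasted 30-36 h at 37C, with 4.5 mM final sodium butyrate as control, followed by a ONE-Glo read.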
The depositor's hits bear a star; i = inactive; ? = inconclusive; . = no result given; [ ] = another dose, or the depositor's remark. Unless noted, calls follow the shape of the dose curve; as a rule, active = well fitted curve in the direction sought with a large enough effect; inconclusive = small, poorly fitted or top-dose-only effect, or another doubt; inactive = no such curve, though single readings can be large; an effect the other way counts as inactive or inconclusive. Potency is read from the fitted curve at half-maximal effect. The list is partial; the hit share may differ from the screen's.

| SMILES | KinaseGlo FLuc | JMJD2E inh | RECQ1 helicase | ALDH1A1 inh | Tau fibril ThT | L3MBTL1 block | Lamin A splicing | SMN2 splice up |
| --- | --- | --- | --- | --- | --- | --- | --- | --- |
| O=C(/C=C\c1ccccc1OC(=O)c1ccccc1F)c1cc2ccccc2o1 | -2% | 4% | -1% | 30% | 14% | -17% | ? | -117%[inhibitor] |
| CCOC(=O)C1CCCN(C(=O)c2ccc(Cl)c(S(=O)(=O)N3CCCCCC3)c2)C1 (stereo unspecified) | . | 0% | -9% | ? | -16% | . | . | . |
| FC(F)(F)c1cccc(Cn2cnc(NC(=S)NCCc3ccccc3)n2)c1 | 3% | -6% | i | 1% | -2% | 2% | ? | 1% |
| Cc1nnn(C23C[C@@H]4C[C@@H](CC(C(=O)N5CCN(c6ccccc6)CC5)(C4)C2)C3)n1 | . | 0% | -5% | . | -15% | 11% | . | . |
| O=C1CN(C(=O)CNCc2ccc(Cl)cc2)c2ccccc2N1 | . | ? | -1% | 13µM* | -14% | -4% | . | . |
| COc1ccccc1C/C(N)=N/OC(=O)COc1ccc2ccccc2c1 | . | 0% | -1% | -10% | -6% | 14% | -1% | . |
| O=C1Nc2ccc(S(=O)(=O)N3CCCC3)c3ccc(S(=O)(=O)N4CCCC4)c1c23 | 1% | 1% | 4% | ? | 6% | 9% | 11% | -17% |
| CCOC(=O)c1cnn(-c2ccccn2)c1N | -12% | -3% | i | 2% | -13% | -1% | 2% | . |
| CCCNC(=O)NC1CCCCCCC1 | 5% | ? | -2% | ? | 4% | -1% | . | . |
| N#CC1=C(N)N(c2ccccc2)C(c2ccccc2)C1(C#N)C#N (stereo unspecified) | 5% | -17% | 22% | ? | -1% | -12% | ? | -25% |
| CCOc1ccccc1CN1CCN(Cc2cc3ccccc3[nH]2)CC1CCO (stereo unspecified) | -3% | ? | -4% | 6% | -9% | -5% | 12%[46 µM] | . |
| CC(C)Cn1c(O)c(N=NC(=O)c2cccc(S(=O)(=O)N3CCCCC3)c2)c2ccccc21 | -4% | -3% | -3% | 3.5µM* | ? | -1% | -12% | -52%[inhibitor] |
| C/C(=N\Nc1ccc(F)cc1)c1ccncc1 | -2% | ? | 1% | 20µM* | 1% | -8% | -6% | -11%[1.84 µM] |
| Cc1cc(N2CCN(C)CC2)nc2ccc(NC(=S)NCCCN3CCN(C)CC3)cc12 | 0% | ? | -3% | 12% | -7% | . | . | 28% |
| CC(Oc1cccc2c1OC(C)(C)C2)C(=O)O (stereo unspecified) | -1% | -1% | i | -4% | 2% | 3% | -2% | -5% |

Rewritten with two lines to a compound: 11 of the compounds above.
The line under a structure holds: KinaseGlo FLuc | JMJD2E inh | RECQ1 helicase | ALDH1A1 inh | Tau fibril ThT | L3MBTL1 block | Lamin A splicing | SMN2 splice up
> Cc1nnn(C23C[C@@H]4C[C@@H](CC(C(=O)N5CCN(c6ccccc6)CC5)(C4)C2)C3)n1
  . | 0% | -5% | . | -15% | 11% | . | .
> O=C1CN(C(=O)CNCc2ccc(Cl)cc2)c2ccccc2N1
  . | ? | -1% | 13µM* | -14% | -4% | . | .
> COc1ccccc1C/C(N)=N/OC(=O)COc1ccc2ccccc2c1
  . | 0% | -1% | -10% | -6% | 14% | -1% | .
> O=C1Nc2ccc(S(=O)(=O)N3CCCC3)c3ccc(S(=O)(=O)N4CCCC4)c1c23
  1% | 1% | 4% | ? | 6% | 9% | 11% | -17%
> CCOC(=O)c1cnn(-c2ccccn2)c1N
  -12% | -3% | i | 2% | -13% | -1% | 2% | .
> CCCNC(=O)NC1CCCCCCC1
  5% | ? | -2% | ? | 4% | -1% | . | .
> N#CC1=C(N)N(c2ccccc2)C(c2ccccc2)C1(C#N)C#N (stereo unspecified)
  5% | -17% | 22% | ? | -1% | -12% | ? | -25%
> CCOc1ccccc1CN1CCN(Cc2cc3ccccc3[nH]2)CC1CCO (stereo unspecified)
  -3% | ? | -4% | 6% | -9% | -5% | 12%[46 µM] | .
> CC(C)Cn1c(O)c(N=NC(=O)c2cccc(S(=O)(=O)N3CCCCC3)c2)c2ccccc21
  -4% | -3% | -3% | 3.5µM* | ? | -1% | -12% | -52%[inhibitor]
> C/C(=N\Nc1ccc(F)cc1)c1ccncc1
  -2% | ? | 1% | 20µM* | 1% | -8% | -6% | -11%[1.84 µM]
> Cc1cc(N2CCN(C)CC2)nc2ccc(NC(=S)NCCCN3CCN(C)CC3)cc12
  0% | ? | -3% | 12% | -7% | . | . | 28%

Next part:
| SMILES | KinaseGlo FLuc | JMJD2E inh | RECQ1 helicase | ALDH1A1 inh | Tau fibril ThT | L3MBTL1 block | Lamin A splicing | SMN2 splice up |
| --- | --- | --- | --- | --- | --- | --- | --- | --- |
| CSc1nc(N)nc(SCC(=O)c2ccc(C)cc2)c1C#N | -5% | -7% | i | -45% | ? | 1% | ? | -2% |
| CCN(CCCNC(=O)CCn1c(=O)[nH]c2ccsc2c1=O)c1ccccc1 | 1% | -3% | -1% | -9% | -5% | 16% | 5%[46 µM] | 8% |
| CC(C)C[C@@H](CN(N=O)[C@@H](Cc1ccccc1)CN(C)N=O)N(CCc1ccccc1)N=O | . | -1% | -19% | -13% | -7% | -19% | . | . |
| C=C(C)Cn1c(SCC#N)nc2ccccc2c1=O | 3% | -10% | -13% | 10µM* | -10% | 6% | -3% | 0% |
| CN1CCN(CCCNC(=O)Cn2nc(-c3ccccc3)ccc2=O)CC1 | 0% | -15% | i | 2% | 4% | -25%[11.4 µM] | 0% | 17% |
| CC1(C)CC(=O)C=C(Nc2ccccc2NC(=O)c2cnccn2)C1 | 18% | 1% | -5% | 14% | -16% | . | 21% | -8% |
| COCC(C)NC(=O)NC(=O)c1ccc(Cl)cc1 (stereo unspecified) | -6% | -5% | i | 4% | 0% | 4% | -12% | 9% |
| CC(/C=C/c1ccccc1)=N\NC(=O)CNC(=O)c1ccccc1Cl | 2% | 5% | -1% | 5% | -1% | 5% | ? | 16% |
| CCOC(=O)c1cccc(COC(=O)c2cccc(-c3nnc(-c4ccccc4)o3)c2)c1 | 0% | 3% | -2% | ? | ? | 8% | -7% | 3.5µM* |
| Oc1cccc(/C=N\Nc2nncc(-c3ccccc3)n2)c1 | -3% | 5% | 14% | 7% | 17% | 37%[activator] | . | ? |
| Cc1ccc(C)c(NNC(=O)C(=O)NNc2cc(C)ccc2C)c1 | . | -15% | -5% | . | -4% | -6% | . | . |
| Cc1ccc(C(=O)NNC(=O)C2CCN(S(=O)(=O)c3ccc(Cl)cc3)CC2)cc1 | -1% | 1% | -16% | 6% | 3% | 9% | -3% | -19% |
| COC(=O)c1ccc(CSc2nnc(CNC(=O)c3cccs3)o2)o1 | -4% | 2% | -8% | ? | -12% | . | -1% | ? |
| CC(=O)c1ccc(NC(=S)N2CCC(O)CC2)cc1 | . | 9% | -5% | -7% | -6% | 10% | -18% | . |
| Cc1cc(/C=C2\NC(=O)NC2=O)c(C)n1-c1ccc(N2CCOCC2)cc1 | . | 16µM* | i | 25µM* | ? | 25% | . | . |
| COCCNC(=O)CSc1nnc2c(Cl)cc(Cl)cn12 | . | 2% | 1% | -17% | 13µM* | -6% | ? | . |
| O=C(COC(=O)c1ccc2c(c1)OCO2)NCc1ccc2c(c1)OCO2 | 1% | -1% | -6% | -11% | -16% | . | 4% | -9% |
| O=C(C1CCN(S(=O)(=O)N2CCOCC2)CC1)N1CCN(c2ccccc2)CC1 | -6% | -7% | 0% | -4% | ? | 1% | 10% | -23% |
| C=CCn1c(N)c(C(=O)OCCC)c2nc3ccccc3nc21 | . | ? | -8% | ? | -3% | -6% | 2% | . |
| CC(C)C(=O)NCCn1ccc2ccccc21 | 1% | -9% | i | 2% | -4% | 9% | -7% | 8% |
| C/C(=N\NC(=O)C1CC1(c1ccccc1)c1ccccc1)c1cccc([N+](=O)[O-])c1 (stereo unspecified) | -1% | -4% | -6% | 13% | -7% | 6% | -6% | -9%[1.84 µM] |
| CCN1C(=O)CS/C1=N\S(=O)(=O)c1ccc(C)cc1 | 3% | -28% | -1% | -3% | -3% | -4% | -8%[46 µM] | 5% |
| CC1(C)C(=O)OC(C(=O)c2ccccc2)C(C)(C)C1=O (stereo unspecified) | -2% | -5% | -4% | 2% | 4% | 4% | 2% | -33%[inhibitor] |
| CCn1nc(C(=O)NCCc2ccc(S(N)(=O)=O)cc2)c2ccccc2c1=O | -5% | -1% | -7% | 17% | 3% | 6% | -4% | 1% |
| CN(Cc1cc(=O)n2ccsc2n1)c1ccccc1 | -2% | -1% | -11% | 5% | -16% | 27% | -15% | -6% |
| COc1cc(OC)c(C(=O)NCCCn2ccnc2)cc1OC | 0% | -2% | -4% | 2% | -2% | 0% | 4%[46 µM] | 13% |
| C[C@@H]1/C(=N/O)CC2C[C@@H]1C2(C)C | -1% | 7% | i | 11µM* | -3% | . | -16% | -3% |
| O=Cc1c(N2CCCCC2)nc2ccccn2c1=O | 2% | 3% | -4% | ? | -2% | 46%[activator] | . | . |
| CCc1ccc(S(=O)(=O)Nc2cc(SCC(=O)O)c(O)c3ccccc23)cc1 | -3% | ? | -6% | 14µM* | 3.2µM* | ? | . | . |
| O=C(Nc1ccc(Cl)c([N+](=O)[O-])c1)c1cnccn1 | 1% | -3% | -6% | 1% | ? | -28% | ? | 19% |
| COC(=O)c1cc(N2C(=O)C3C(C2=O)C2(C)C=CC3(C)O2)ccc1Cl (stereo unspecified) | 8% | 2% | -5% | 0.11µM* | ? | 6% | ? | 0% |
| C/C(=N\NC(=O)C1COc2ccccc2O1)c1cccs1 (stereo unspecified) | 2% | 7% | -8% | ? | -12% | . | -7% | -11% |
| COc1ccc(N=C(N)SCc2ccccn2)cc1 | -3% | 2% | 7% | ? | ? | 11% | -5% | 24% |
